Screening data deposited in PubChem by several laboratories.
GDH-TPI counter: inhibits GDH-TPI coupling enzymes, artifact for Mtb FBA screen | inhibition, % at 4.8 µM | GDH-TPI coupled enzyme counterscreen, NADH absorbance | AID 588335 | actives 1.2% (n = 360,000); in the data active = inhibition above about 30%;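 note: 0% = DMSO wells and 100% = wells lacking the enzyme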
BH1578 lux ind: induces V. cholerae light production without autoinducers | activation, % at 18.7 µM | V. cholerae BH1578 lux reporter, luminescence, 6 h | actives 0.16% (n = 350,000); in the data active = activation mostly above about 9.7%, no sharp cut-off; inconclusive = no clear call, values can overlap the other calls; inactive = mostly below about 3.7%; note: not every result past the cut was called active; inactives centre near 0; reference of the scale not given here
Mtb FBA inh: Mtb fructose-bisphosphate aldolase inhibition; AID 588726; inhibition, % at 1 µM; P9WQA3; actives 2.3% (n = 360,000); purified M. tuberculosis FBA, fluorescence read-out; in the data active = inhibition above about 27%;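 note: 0% = vehicle and 100% = reference inhibitor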
UGM FP inh: inhibitors of M. tuberculosis UDP-galactopyranose mutase. P9WIQ1. inhibition, % at 10 µM. actives 0.06% (n = 320,000). AID 504406. purified UGM, fluorescence polarization probe displacement; in the data active = inhibition above about 10%, passing the limit was not always enough; inconclusive = no clear call, values can overlap the other calls
Yp Topo-I inh: blocks Yersinia pestis topoisomerase I activity; Y. pestis Topo-I cleavage product accumulation, plate reader; activity, % at 10 µM; actives 0.064% (n = 360,000); in the data active = activity above about 50%, passing the limit was not always enough; inconclusive = no clear call, values can overlap the other calls; note: inactives centre near 2
FadD28 binding: blocks FadD28 binding to the bisubstrate probe. fluorescence polarization. inhibition, % at 12.5 µM. actives 0.22% (n = 360,000). AID 588549; in the data active = inhibition above about 8.5%, passing the limit was not always enough; inconclusive = no clear call, values can overlap the other calls
Mtb BioA inh: blocks M. tuberculosis BioA enzyme activity; purified M. tuberculosis BioA enzyme, plate reader; AID 602481; actives 0.096% (n = 360,000); inhibition, % at 9.99 µM; in the data active = inhibition above about 40%; inconclusive = no clear call, values can overlap the other calls
TcdB GH inh: blocks C. difficile toxin B glycohydrolase activity; P18177; TcdB glycohydrolase enzymatic assay, plate reader; inhibition, % at 9.99 µM; actives 0.24% (n = 350,000); in the data active = inhibition above about 10%
Target sequence (P18177 whole entry, looked up): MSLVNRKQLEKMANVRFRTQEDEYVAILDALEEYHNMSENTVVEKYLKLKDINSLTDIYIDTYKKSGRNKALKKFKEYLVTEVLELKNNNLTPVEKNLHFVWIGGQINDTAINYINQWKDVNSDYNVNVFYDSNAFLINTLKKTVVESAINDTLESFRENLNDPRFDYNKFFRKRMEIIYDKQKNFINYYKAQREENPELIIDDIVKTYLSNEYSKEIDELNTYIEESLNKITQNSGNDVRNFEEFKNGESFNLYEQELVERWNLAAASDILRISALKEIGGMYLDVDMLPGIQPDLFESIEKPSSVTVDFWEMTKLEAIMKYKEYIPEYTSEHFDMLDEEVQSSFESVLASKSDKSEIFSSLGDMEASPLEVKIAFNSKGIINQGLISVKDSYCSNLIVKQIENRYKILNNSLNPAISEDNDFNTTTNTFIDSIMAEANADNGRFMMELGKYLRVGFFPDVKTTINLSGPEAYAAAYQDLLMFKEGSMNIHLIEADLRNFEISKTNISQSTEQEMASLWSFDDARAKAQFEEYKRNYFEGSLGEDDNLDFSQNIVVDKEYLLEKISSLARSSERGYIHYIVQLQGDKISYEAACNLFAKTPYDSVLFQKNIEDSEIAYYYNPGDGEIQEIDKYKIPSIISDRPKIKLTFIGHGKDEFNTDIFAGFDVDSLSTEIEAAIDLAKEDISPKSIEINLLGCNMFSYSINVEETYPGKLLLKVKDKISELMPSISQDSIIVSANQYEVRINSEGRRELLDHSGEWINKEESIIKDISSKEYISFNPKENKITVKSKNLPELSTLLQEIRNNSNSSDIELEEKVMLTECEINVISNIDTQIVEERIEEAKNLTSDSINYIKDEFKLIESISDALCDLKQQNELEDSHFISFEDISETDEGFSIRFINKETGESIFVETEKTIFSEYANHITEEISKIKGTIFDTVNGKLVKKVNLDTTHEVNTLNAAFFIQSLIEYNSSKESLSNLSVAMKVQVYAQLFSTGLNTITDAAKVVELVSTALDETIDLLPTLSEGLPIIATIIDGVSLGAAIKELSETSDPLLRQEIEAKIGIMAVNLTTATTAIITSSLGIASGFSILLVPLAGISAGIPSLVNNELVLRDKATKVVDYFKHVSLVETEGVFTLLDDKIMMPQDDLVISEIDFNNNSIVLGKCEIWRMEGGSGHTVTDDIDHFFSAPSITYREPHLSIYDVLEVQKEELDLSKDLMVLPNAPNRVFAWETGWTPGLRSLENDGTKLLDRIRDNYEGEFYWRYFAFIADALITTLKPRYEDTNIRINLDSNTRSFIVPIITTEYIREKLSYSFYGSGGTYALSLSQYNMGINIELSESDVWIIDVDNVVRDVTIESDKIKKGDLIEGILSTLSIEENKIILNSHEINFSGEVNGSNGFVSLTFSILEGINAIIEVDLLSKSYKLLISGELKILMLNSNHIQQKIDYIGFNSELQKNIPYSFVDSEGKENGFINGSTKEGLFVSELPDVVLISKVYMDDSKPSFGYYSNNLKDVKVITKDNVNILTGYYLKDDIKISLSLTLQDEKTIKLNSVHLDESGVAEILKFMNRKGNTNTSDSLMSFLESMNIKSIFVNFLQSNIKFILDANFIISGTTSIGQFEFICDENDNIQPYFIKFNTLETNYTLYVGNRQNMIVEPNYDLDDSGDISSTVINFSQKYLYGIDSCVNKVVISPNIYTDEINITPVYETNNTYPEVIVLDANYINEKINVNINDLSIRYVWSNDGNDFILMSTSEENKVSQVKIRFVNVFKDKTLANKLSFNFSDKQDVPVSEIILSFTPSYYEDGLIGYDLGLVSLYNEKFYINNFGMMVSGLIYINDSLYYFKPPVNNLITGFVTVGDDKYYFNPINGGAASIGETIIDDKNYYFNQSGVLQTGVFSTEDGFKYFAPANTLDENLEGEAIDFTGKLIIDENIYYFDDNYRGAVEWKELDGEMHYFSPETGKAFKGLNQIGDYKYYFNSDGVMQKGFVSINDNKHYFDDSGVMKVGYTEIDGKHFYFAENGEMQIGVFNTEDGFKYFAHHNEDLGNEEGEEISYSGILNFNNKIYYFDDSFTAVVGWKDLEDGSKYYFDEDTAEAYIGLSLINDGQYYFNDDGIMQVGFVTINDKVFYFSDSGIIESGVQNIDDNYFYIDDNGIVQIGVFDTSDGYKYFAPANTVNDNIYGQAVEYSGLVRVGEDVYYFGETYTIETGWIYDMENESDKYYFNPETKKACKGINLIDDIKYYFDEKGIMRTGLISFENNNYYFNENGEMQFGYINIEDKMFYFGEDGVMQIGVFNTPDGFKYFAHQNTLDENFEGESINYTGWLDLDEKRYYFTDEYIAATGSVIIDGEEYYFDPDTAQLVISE
PfHsp40 rescue: restores yeast growth despite PfHsp40 toxicity; actives 0.68% (n = 340,000); S. cerevisiae expressing PfHsp40, growth rescue, ATP luminescence; growth rescue, % at 12.5 µM; AID 504582; in the data active = growth rescue above about 28%, passing the limit was not always enough; inconclusive = no clear call, values can overlap the other calls;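 note: yeast W303a lacking pdr1 and pdr3 grown in galactose medium; growth measured after three days at 30 °C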
Numbers without * were called inactive; i = inactive; ? = inconclusive; . = no result given. Compounds as they come. Share with any hit: about 4.6%.

SMILES	GDH-TPI counter	BH1578 lux ind	Mtb FBA inh	UGM FP inh	Yp Topo-I inh	FadD28 binding	Mtb BioA inh	TcdB GH inh	PfHsp40 rescue
COCCn1c(C)c(C)c2c(NCCc3ccccc3)ncnc21	-1	-1.2	-2	0.4	20	1.3	3.9	0.0	1.7
CC1=C(C(=O)N(C)C)CC(CC(=O)NC2CCCCC2)C(=O)N1CCCN1CCCC1=O (centres undefined)	5	-0.4	0	.	-1	-2.1	2.0	0.6	.
O=C(CSc1n[nH]c(-c2ccccc2)n1)Nc1ccccc1O	2	i	1	0.4	4	-2.2	2.3	0.0	-1.5
CC(Sc1ccccc1)C(=O)NCC(c1ccco1)N1CCCCC1 (centres undefined)	1	-5.9	1	-3.2	0	-1.0	-1.7	0.5	6.2
O=C(CCNC(=O)c1ccc([N+](=O)[O-])cc1)Nc1cccc(S(=O)(=O)N2CCOCC2)c1	-2	i	7	-1.8	-9	1.9	1.3	0.7	-1.2
CCOCCCNc1nc2c([nH]1)c(=O)n(C)c(=O)n2C	-3	1.0	-2	0.4	7	-1.4	-1.5	.	-2.9
COc1ccccc1CNC(=O)Cc1ccc(OC)c(OC)c1	-6	-0.7	1	-5.3	7	-2.0	-0.8	0.1	-1.4
Cc1nc2ccccc2c(=O)n1/N=C/c1ccccc1F	8	i	0	0.4	1	-1.8	-1.2	-4.8	-0.3
CCOC(=O)c1ccc(S(=O)(=O)NCCN2CCOCC2)cc1	-1	0.9	-2	2.3	-12	-1.1	-1.8	-0.7	-1.9
CN1CCC(N(C)C(=S)NC(=O)c2cc(-c3cccc(Br)c3)nc3ccccc23)CC1	5	-0.4	-1	-0.2	5	-0.4	.	-0.7	-1.1
O=C(CNC(=O)c1ccccc1Cl)NCC(c1cccs1)N1CCOCC1 (centres undefined)	2	i	0	0.1	1	-3.1	.	-3.8	5.2
CC(Sc1nncn1C)C(=O)Nc1ccccc1-c1ccccc1 (centres undefined)	10	-3.2	1	-0.5	3	-1.5	2.0	.	2.1

Full records, looked up by structure. Order of screens: GDH-TPI counter | BH1578 lux ind | Mtb FBA inh | UGM FP inh | Yp Topo-I inh | FadD28 binding | Mtb BioA inh | TcdB GH inh | PfHsp40 rescue
CCOC(=O)c1ccc(S(=O)(=O)NCCN2CCOCC2)cc1 is listed as -1 | 0.9 | -2 | 2.3 | -12 | -1.1 | -1.8 | -0.7 | -1.9
O=C(CNC(=O)c1ccccc1Cl)NCC(c1cccs1)N1CCOCC1 (centres undefined) is listed as 2 | i | 0 | 0.1 | 1 | -3.1 | . | -3.8 | 5.2
Cc1nc2ccccc2c(=O)n1/N=C/c1ccccc1F is listed as 8 | i | 0 | 0.4 | 1 | -1.8 | -1.2 | -4.8 | -0.3

Next part:
SMILES	GDH-TPI counter	BH1578 lux ind	Mtb FBA inh	UGM FP inh	Yp Topo-I inh	FadD28 binding	Mtb BioA inh	TcdB GH inh	PfHsp40 rescue
CCC(Oc1ccccc1)C(=O)Nc1nc2ccccc2[nH]1 (centres undefined)	5	-0.4	1	-0.3	4	-2.9	0.5	.	3.8
COCCN(C(=O)COC(=O)Cc1ccc(Cl)cc1Cl)c1c(N)n(Cc2ccccc2)c(=O)[nH]c1=O	-3	i	-2	-0.4	27	-4.5	-0.2	0.8	-0.2
O=C(CSc1ccccc1)Nc1ccc(NC(=O)c2ccco2)cc1	14	-1.7	1	1.7	-11	-2.5	-3.7	-0.2	0.6
COCCNC(=O)C(c1ccccc1C)N(CCOC)C(=O)Cn1nnc2ccccc21 (centres undefined)	-8	i	3	-0.7	4	-3.7	4.1	.	-0.9
COc1ccc2c(C(=O)CN3CCC(C)CC3)c[nH]c2c1	-2	.	2	-2.0	-3	1.3	0.2	.	-0.3
CN(C(=O)c1cccc(NC(=O)Cc2ccc(NC(=O)C3CCN(C(=O)C4CCCC4)CC3)cc2)c1)C1CCCCC1	7	1.1	4	.	24	-1.4	1.7	0.5	-0.4
Cc1cc(C(=O)COC(=O)COc2ccccc2C#N)c(C)n1CC1CCCO1 (centres undefined)	4	i	-4	0.0	10	.	-1.7	0.9	-0.8
CCC/C(=C1/c2ccccc2C(=O)N1c1ccccc1)c1ccc2c(c1)OCO2	8	-1.1	6	0.2	18	-4.0	0.9	1.0	15
CCOCCCNC(=O)Cn1cnc2c(cnn2-c2ccc(F)cc2)c1=O	-7	0.4	3	1.5	-1	-2.2	-0.1	1.2	0.1
O=C(c1cc(Sc2ccc(Cl)cc2)nc2ccccc12)N1CCN(c2ccccn2)CC1	10	-0.3	-4	0.6	14	-3.3	-0.4	-0.6	-0.6
Cc1cc(C)c2nc(N3CCCN(C(=O)c4ccco4)CC3)c(C#N)cc2c1	-3	.	14	2.5	22	-5.2	-0.5	.	2.1
Cc1ccc(NC(=O)CCC(=O)c2cccs2)c(Br)c1	2	-9.8	1	-0.9	4	-0.5	-0.3	1.1	2.9
CSCCC(NC(N)=O)C(=O)Nc1ccc(F)c(Cl)c1 (centres undefined)	14	-0.2	1	0.4	7	-0.7	.	0.1	-0.2
CCOCCCNC(=O)CCS(=O)(=O)Cc1ccc(C)cc1	-7	i	1	-0.8	0	-1.6	-0.6	1.3	-1.2
COC(=O)c1ccc(Cn2nc(C)c(Cl)c2C)o1	-2	-0.7	-1	-0.3	2	-3.9	0.2	.	-1.0
CCOc1ccc(NC(=O)CN(C)C2=NS(=O)(=O)c3ccccc32)cc1	-4	0.1	-1	.	-8	-1.3	-1.2	1.6	.
O=C(Oc1ccc2c(c1)OCO2)c1ccc(F)cc1Cl	1	-0.3	-1	-1.7	16	-4.0	0.1	.	0.9
CCCNS(=O)(=O)c1ccc(OCC(=O)NCc2ccco2)cc1	4	i	2	-3.5	-4	-1.7	-0.4	.	-0.7
CCNc1nc(C23CC4CC(CC(C4)C2)C3)cs1	4	-0.3	1	0.8	21	0.4	.	1.1	2.2
Cc1ccc([C@@H]2CC(=O)[C@@H]3CN(S(=O)(=O)c4ccc(C)cc4)[C@H](c4cccc(Cl)c4)C[C@@H]3N2S(=O)(=O)c2ccc(Cl)cc2)cc1	8	-0.2	0	.	4	-1.8	-1.3	0.2	.
O=C(CSc1nc(=O)n2ccccc2n1)N1CCC(Cc2ccccc2)CC1	13	i	-2	-0.9	25	-4.7	31	1.7	1.6
Cc1ccc(-c2nn3c(C)nnc3s2)cc1NC(=O)c1ccc(-c2cccc(Cl)c2)o1	4	0.4	0	.	19	-1.3	-1.4	.	0.6
COc1ccc(NC(=S)Nc2ccc(OCc3ccccc3)cc2)cc1OC	-3	4.0	-1	1.2	2	-2.4	-0.6	.	4.2
O=C(NCc1ccco1)C1CC(=O)N(c2ccc(F)cc2)C1 (centres undefined)	6	.	-1	-0.7	7	0.3	0.6	.	-1.2
CCCN(C(=O)C(NC(=O)c1ccccc1)C(C)C)c1c(N)n(Cc2ccccc2)c(=O)[nH]c1=O (centres undefined)	-3	-7.1	1	-1.5	2	0.6	0.2	2.1	0.4
CCc1nnc(NS(=O)(=O)c2ccc(NC(=O)c3cccc4ccccc34)cc2)s1	-1	i	-4	0.8	-5	-7.1	2.2	0.9	0.6
COc1ccc(OCC(=O)N2CCCC(Nc3ccc(C)c(C)c3)C2)cc1 (centres undefined)	5	-0.7	1	.	-3	0.7	-0.6	1.9	.
C=C(C)CSc1cc(C)c(C#N)c2nc3ccccc3n12	-2	-0.1	17	0.8	-4	-2.0	.	0.9	0.6
O=C(Nc1ccc(F)cc1Cl)C1CCN(C(=O)Nc2ccccc2)CC1	-1	i	-1	-0.5	9	-5.7	-1.1	1.8	0.2
O=S(=O)(N/N=C1/CC(c2ccccc2)Oc2ccccc21)c1ccc(Br)cc1 (centres undefined)	16	-0.7	0	0.4	2	-5.0	-0.6	.	1.3
COc1cc(NC(=O)c2ccc(S(=O)(=O)N(C)c3ccccc3)cc2)cc(OC)c1	8	-0.2	3	.	7	-1.7	-0.6	.	-0.7
C[C@@H](C(=O)Nc1ccc2ccccc2c1)[C@H]1C[C@]1(C)[C@H](NC(=O)c1cnccn1)c1ccccc1	-3	-1.3	-3	2.1	18	-5.3	-1.4	1.5	19
CCOC(=O)N1CCN(CC(=O)N2c3ccccc3CCc3ccccc32)CC1	-6	-0.3	1	0.0	5	-2.8	.	0.7	-0.4
Cn1nnnc1SCCNC(=O)C1CCC(=O)N(Cc2ccc(Cl)cc2)C1 (centres undefined)	1	-3.6	4	2.6	-5	-1.2	-0.4	0.2	0.1
COc1ccc(-c2cnc(NCc3cc4c(cc3[N+](=O)[O-])OCO4)n2C)cc1	2	-0.3	1	-2.1	10	-0.5	.	.	0.9
O=C(CN1CCOCC1)NCc1ccccc1Cl	1	-0.3	2	-1.6	9	-0.9	2.3	-0.3	0.9
COc1cccc(C2C(C(=O)Nc3ccccc3)=C(C)N=c3s/c(=C/c4ccc(OCC(=O)O)cc4)c(=O)n32)c1 (centres undefined)	18	-0.4	-4	-1.0	14	-31	.	.	0.4
CCn1c(C)nnc1SCC(=O)Nc1ccccc1OC	3	i	-2	0.9	0	-4.3	-1.3	1.0	-1.6
COC(=O)c1ccccc1NC(=O)C1CC(=O)N(c2ccc(C)c(C)c2)C1 (centres undefined)	-6	-0.2	-1	0.5	10	-0.9	1.1	.	1.5
COc1cccc(C(C)(O)c2nc(-c3ccc(F)c(Cl)c3)cs2)c1 (centres undefined)	5	-1.3	1	.	4	-0.6	-1.1	0.2	.
O=C(CC1SC(=NC2CCCCC2)NC1=O)Nc1ccccc1 (centres undefined)	-5	i	-1	-1.9	4	-4.2	1.4	0.7	-0.2
O=C(c1ccco1)N1CCN(C2=NS(=O)(=O)c3ccccc32)CC1	-3	1.0	1	1.3	0	-1.6	-1.1	.	-0.4
O=C(NCc1ccccn1)Nc1ccccc1F	-6	0.0	-2	1.0	7	-3.3	-3.1	2.5	0.7
CC(=O)Nc1ccc(S(=O)(=O)N(C)c2ccc(OCC(=O)OCC(=O)N3CCCCC3)cc2)cc1	-2	i	4	-3.4	10	-0.3	.	1.5	0.8
CC1CCCC(N2C(=O)NC(NC(=O)c3ccco3)(C(F)(F)F)C2=O)C1C (centres undefined)	0	0.6	3	-0.6	0	1.5	2.1	.	-0.2
COc1cc(OC)c(OC)cc1CNCc1ccco1	2	i	3	0.6	-6	-0.5	-2.6	-0.6	-0.5
CCCN1C(=O)c2ccccc2NC1c1ccc(Cl)cc1 (centres undefined)	11	i	60*	-1.1	4	?	-0.5	-1.6	0.5
Cc1ccccc1NC(=O)CCNS(=O)(=O)c1cccc2nsnc12	8	i	2	1.0	-5	-1.3	-1.9	0.6	-0.3
CCc1oc(C(=O)O)cc1CN(CC)CC	13	-0.3	-1	2.1	7	-1.3	0.0	.	-0.8
CN(C)S(=O)(=O)c1ccc(Cl)c(NC(=O)CN2C(=O)NC(C)(C3CC3)C2=O)c1 (centres undefined)	-10	-0.7	0	1.7	2	-3.6	.	0.9	-1.0
COc1ccc(NS(=O)(=O)c2cccc(C(=O)NCC3CCCO3)c2)cc1 (centres undefined)	-5	11	-2	0.7	-1	-4.6	.	-4.9	2.1
Cc1ccc(NC(=O)CNNC(=O)c2cccc([N+](=O)[O-])c2)cc1[N+](=O)[O-]	-3	6.8	-6	2.4	-10	-3.6	-0.8	-3.1	-2.0
Cc1ccc(N(C(=O)c2csnn2)C(C(=O)NC2CCCCC2)c2ccccn2)c(C)c1 (centres undefined)	-2	i	2	-0.4	5	-3.6	-0.7	2.1	0.3
O=C(Nc1c[nH]c2c(Cl)cccc2c1=O)N1CCN(c2ccccn2)CC1	4	-1.2	2	1.1	-2	-3.1	-1.0	0.4	2.5
C/C(=N\NC(=O)C1(C)CC1(Br)Br)c1ccc(NC(=O)c2ccc(C)o2)cc1 (centres undefined)	7	-0.1	-3	0.2	-1	-0.3	.	.	4.0
O=C(c1ccc(Cl)s1)N1CCN(S(=O)(=O)c2ccc(Cl)cc2)CC1	11	4.5	-2	0.3	4	-2.1	.	1.5	0.0
